# Bioassay records as filed in PubChem.
# HTR5A inv ctr: HTR5A inverse agonism, opioid heterodimer counter-screen; P47898; HTR5A cell line, luminescence; inhibition, % at 9.3 µM; actives 0.083% (n = 340,000); AID 504634; in the data active = inhibition mostly above about 23%, no sharp cut-off; inactive = mostly below about 18%;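 note: 0% = cells with DMSO and 100% = no-cell wells with DMSO; some compounds called inactive have numbers as strong as hits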
# HTR5A ag ctr: HTR5A agonism, opioid heterodimer counter-screen; P47898; HTR5A agonist assay, luminescence, cell-based; activation, % at 9.3 µM; actives 0.61% (n = 340,000); AID 504692; in the data active = activation mostly above about 9.5%, no sharp cut-off; inactive = mostly below about 7.6%;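 note: 0% = cells with vehicle only and 100% = reference agonist; strong numbers were not always called active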
# OPRM1-OPRD1 ag: OPRM1-OPRD1 heterodimerization agonism; cells, luminescence; activation, % at 9.3 µM; actives 0.3% (n = 340,000); in the data active = activation above about 18%;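 note: 0% = vehicle-treated cells and 100% = reference agonist; values of inactives mirror those of a sister screen read the other way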
# V-ATPase pH: alters yeast V-ATPase proton transport. S. cerevisiae, pHLuorin cytosolic pH fluorescence. response, % at 10 µM. actives 0.37% (n = 350,000). AID 504577; in the data active = response mostly above about 7.3%, no sharp cut-off; inactive = mostly below about 5.4%; note: actives read high; inactives centre near 0; some compounds called inactive have numbers as strong as hits; reference of the scale not given here
# Pemphigus Ab inh: inhibitors of pemphigus antibody binding to human desmoglein-3 | DSG3-coupled beads, scFv-anti-DSG3-GFP binding, flow cytometry; hits give low values | binding (percent of control), % at 10 µM | actives 0.48% (n = 310,000);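 active = binding more than 3 SD below its plate's average and above zero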;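 note: hits lower antibody fragment binding to DSG3; some compounds called inactive have numbers as strong as hits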
# PKA-R1A act: PKA-R1A complex activation | P00514+P68181 | PKA-R1A dissociation, Cy5-IP20 fluorescence polarization; scaled: DMSO 0%, 113 µM cGMP 100% | activation, % at 11.4 µM | actives 0.083% (n = 340,000) | AID 504707;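 active = percent activation above the mean of all tested compounds plus 3 SD, cut at about 19% in these data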;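 note: higher means more PKAc released from R1A so a rise in polarization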
# MOR-DOR inv ag: inverse agonist of human OPRM1-OPRD1 heterodimerization; P35372+P41143; AID 504357; inhibition, % at 9.3 µM; actives 0.21% (n = 340,000); cell-based MOR-DOR heterodimer luminescence, inverse agonism; in the data active = inhibition above about 22%, passing the limit was not always enough;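 note: 0% = cells with DMSO and 100% = wells without cells with DMSO; values of inactives mirror those of a sister screen read the other way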
# Arrestin-AP2 inh: inhibitors of human beta-arrestin and AP2 interaction. AID 504490. actives 0.31% (n = 340,000). inhibition, % at 10 µM. FITC-arrestin peptide / GST-AP2 beads, flow cytometry; AP2 beta2 appendage carries R879A mutation;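 active = inhibition above a set limit, near 3 SD of compounds lacking own fluorescence, cut at about 54% in these data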;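 note: plate controls were DMSO wells for no effect and 5 µM unlabelled arrestin peptide for full effect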
#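 Measured by: flow cytometry, FL1 (488/535 nm); Material: AP2 appendage R879A on GSH beads; Evaluation: percent response; Timing: pre-incubation 12 min, peptide binding 1 h, room temperature; Also added: 50 nM FITC-arrestin peptide; Medium: PBS with 0.05% Tween 20 and 0.1% BSA.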
# PKA-R2B act: activates the human PKA-R2B holoenzyme complex; P22694+P31323; PKA-R2B holoenzyme dissociation, Cy5-IP20 fluorescence polarization; R2B truncated from residue 108, S112A mutant; 0% DMSO only, 100% 113 µM cGMP; activation, % at 11.4 µM; actives 0.079% (n = 340,000); AID 504700;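 active = activation above a cutoff set at the mean over all compounds plus 3 SD, cut at about 18% in these data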;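 note: higher means more holoenzyme dissociation and a rise in polarization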
# DAGLB inh: blocks human DAGLB lipase activity; HEK293T DAGLB membrane lysate, EnzChek fluorogenic substrate; inhibition, % at 5.17 µM; actives 0.059% (n = 340,000); in the data active = inhibition above about 34%;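 note: 0% = enzyme with vehicle and 100% = wells lacking enzyme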
# Target sequence (Q8NCG7 whole entry, looked up): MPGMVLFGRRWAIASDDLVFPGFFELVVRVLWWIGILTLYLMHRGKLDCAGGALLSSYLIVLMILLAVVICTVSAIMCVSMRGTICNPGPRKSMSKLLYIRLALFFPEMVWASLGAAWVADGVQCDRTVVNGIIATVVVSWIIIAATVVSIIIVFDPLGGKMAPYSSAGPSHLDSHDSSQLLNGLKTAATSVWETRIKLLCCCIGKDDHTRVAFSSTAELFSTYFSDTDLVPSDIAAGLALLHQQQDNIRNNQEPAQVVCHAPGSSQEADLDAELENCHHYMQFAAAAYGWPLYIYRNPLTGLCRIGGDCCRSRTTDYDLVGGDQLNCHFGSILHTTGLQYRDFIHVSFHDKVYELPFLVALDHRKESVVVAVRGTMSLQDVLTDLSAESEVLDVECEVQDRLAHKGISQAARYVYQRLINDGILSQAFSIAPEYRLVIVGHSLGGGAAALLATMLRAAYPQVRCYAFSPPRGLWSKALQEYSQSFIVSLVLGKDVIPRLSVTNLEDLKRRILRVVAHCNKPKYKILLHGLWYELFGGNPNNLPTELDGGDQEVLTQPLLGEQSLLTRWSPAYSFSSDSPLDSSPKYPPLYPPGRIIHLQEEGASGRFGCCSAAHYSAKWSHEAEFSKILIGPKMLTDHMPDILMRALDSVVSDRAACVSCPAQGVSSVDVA
# The depositor's hits bear a star; i = inactive; . = not tested or not shown.
# The line under a structure holds: HTR5A inv ctr, HTR5A ag ctr, OPRM1-OPRD1 ag, V-ATPase pH, Pemphigus Ab inh, PKA-R1A act, MOR-DOR inv ag, Arrestin-AP2 inh, PKA-R2B act, DAGLB inh
COc1ccccc1NC(=O)c1cc2c(s1)-c1ccccc1S(=O)(=O)C2
    -9, 3, -0.6, -1, 98, -3, 3, 0, -12, -2
COc1ccccc1CNC(=O)c1ccc2c(=O)n(CC3CCCO3)c(=S)[nH]c2c1 (stereo not drawn)
    2, 3, -0.4, 4, ., 1, 2, 6, -2, -4
CN1C(=O)C(O)(CC(=O)c2cccc(-n3cccc3)c2)c2ccccc21 (stereo not drawn)
    -23, -1, -3.2, -4, 98, 4, 17, 6, -3, 1
Cn1c(C(=O)N(Cc2ccccc2)Cc2ccccn2)cc2sccc21
    -20, 5, 2.0, 3, 106, -9, -11, 1, 3, 1
C/C(CC(=O)Nc1ccccc1Cl)=N\NC(=O)C(=O)NCCO
    15, 0, -0.3, 6, ., 4, 2, 12, -6, 0
CCCNS(=O)(=O)c1ccc(NC(=O)c2cccnc2)cc1
    -9, 2, -1.7, 2, 104, -3, 10, 5, -2, -3
COc1cccc(NC(=O)CSc2nc3ncc(Br)cc3[nH]2)c1
    4, -5, -1.2, -2, 97, -4, 6, 23, 1, 1
CC(=O)Nc1ccc(NCc2ccc(C)s2)cc1
    -1, 0, -1.4, -4, 122, -2, 7, 33, 0, 1
COc1ccc(NC(=O)c2cnc3sccn3c2=O)cc1
    -6, 2, -0.8, -5, ., 6, 5, 15, 9, -7
COc1ccc(CNC(=O)CNC(=O)c2ccc(Br)o2)cc1OC
    -11, 1, -1.8, 0, 100, -2, 12, 24, -2, -1
O=c1ccc2c(-c3ccccc3)c3ccc(O)cc3oc-2c1
    -13, 4, -1.5, 7, 170, -11, 7, -119, 4, i
CC[C@]12c3[nH]c4cc(CCC(=O)N(C)C)ccc4c3CCN1C(=O)[C@@H](CC(=O)NCCCOC)C[C@@H]2C(=O)N1CCN(C(=O)c2ccco2)CC1
    12, -3, -3.5, 1, 100, -6, 18, 28, 2, 0
CCCC(=O)Nc1cc(-c2nc3ncccc3o2)ccc1C
    -9, 2, 1.4, 8, 100, -2, -8, 14, 3, 2
N#CCCN(C(=O)COC(=O)c1cccc(S(=O)(=O)N2CCCC2)c1)c1ccc(F)cc1
    23, 3, -1.6, 3, 113, -1, 9, -15, 3, 0
CCN(CC)c1ccc(C(=O)NNC(=O)CN2C(=O)NC(C)(c3ccccc3)C2=O)cc1 (stereo not drawn)
    20, 0, -0.1, -3, 97, -2, 0, 18, -3, 0
COc1ccccc1C1/C(=C(/O)c2ccc(C)cc2)C(=O)C(=O)N1CC(C)O (stereo not drawn)
    -6, -1, -2.1, ., 99, -1, 12, -5, -6, -3
O=C1CC(N2CCN(C/C=C/c3ccccc3)CC2)C(=O)N1Cc1cccs1 (stereo not drawn)
    7, -3, -1.0, -2, 97, -16, 4, -6, -5, 1
COc1ccc(N2CCN(c3ccc4nnc(CCC(=O)Nc5ccc(C)cc5)n4n3)CC2)cc1
    -9, 3, 1.0, -2, 100, -4, -6, 5, 10, 0
CCOC(=O)N1CCN(S(=O)(=O)/C=C/c2ccccc2)CC1
    -8, 3, -4.7, 2, 98, -3, 21, 11, 5, 2
Cc1cc(C)nc(NC(=O)Cc2ccc([N+](=O)[O-])cc2)c1
    -3, -3, -2.6, 5, ., 6, 12, 3, 5, -2

# Remaining list, next part.
# The line under a structure holds: HTR5A inv ctr, HTR5A ag ctr, OPRM1-OPRD1 ag, V-ATPase pH, Pemphigus Ab inh, PKA-R1A act, MOR-DOR inv ag, Arrestin-AP2 inh, PKA-R2B act, DAGLB inh
O=C(OCC(=O)c1c[nH]c2ccccc12)c1ccco1
    -10, 5, -2.0, 0, 107, -11, 9, 21, -4, 0
O=C1c2ccccc2C(=O)c2c1cccc2N1CCN(Cc2ccccc2)CC1
    13, -5, 0.9, 7, ., 1, -6, 26, -6, 31
Cn1c(SCC(=O)N2CCCC2)nc2cccnc21
    -10, 4, -1.7, 1, 99, -3, 8, 4, 7, 0
COc1ccc(OC)c(S(=O)(=O)NC(N)=NCCc2ccccc2)c1
    -35, 3, -0.5, -2, 83, -3, 3, -1, -7, -3
Nc1cc(Oc2cccnc2)cc([N+](=O)[O-])c1
    -18, -3, -2.1, -2, 108, -11, 10, 2, -4, 2
CCOc1cc(/C=C2/C(=N)N3N=C(CC)SC3=NC2=O)ccc1OC(=O)c1ccco1
    21, 6, -2.4, 0, 92, 0, 13, 1, 6, 7
CCCCc1ccc(-c2nn[nH]n2)nc1
    ., ., ., -1, 101, -4, ., ., -5, -1
CSc1ccc(NC(=O)NCCCN2CCC(Cc3ccccc3)CC2)cc1
    7, -2, 3.8, 0, 106, 0, -19, -12, 7, 2
CCOc1ccc(NC(=O)c2c(OC)cccc2OC)cc1
    -6, 2, -2.0, 0, 98, 0, 10, 0, -1, 1
CCOc1ccc(S(=O)(=O)NCCC(=O)NCC2COc3ccccc3O2)cc1 (stereo not drawn)
    19, -8, -1.2, -4, ., -6, 5, -1, 5, -1
COc1ccccc1NC(=O)c1ccc(NC(=O)COC(=O)C2CCCO2)cc1 (stereo not drawn)
    3, -1, -3.2, 6, 102, -15, 15, 6, -1, 0
Cn1cc(C(=O)NS(=O)(=O)Nc2ccc(Br)cn2)c2ccccc21
    -26, 0, -1.8, 0, 103, 0, 9, 13, -11, -3
CCCc1ncc(CN2CCCCC2C(=O)Nc2ccc(Oc3ccccc3)nc2)cn1 (stereo not drawn)
    19, -8, -1.2, 2, 113, -3, 6, 0, 11, -1
Cc1cc(C)nc(/N=C(\N)N2CCCCCC2)n1
    -3, -2, -2.8, -3, 100, -2, 17, 13, -2, 0
CC(C)c1ccc(OCC(=O)NNC(=O)c2cnccn2)cc1
    -3, 7, -0.6, -6, 117, 5, 3, -6, -8, -2
CCSc1nnc(Cc2cc(=O)[nH]c(=O)[nH]2)n1-c1cccc(C)c1
    23, -9, -2.0, 3, 97, 0, 11, 2, -4, 0
CCC(CC)C(=O)Nc1ccccc1-n1cccc1
    1, 0, -2.2, 0, 107, -3, 12, 5, -3, -2
Cc1ccc(SCC(=O)NC(=O)NC(C)C)c(C)c1
    -31, -2, -0.4, 0, 90, -10, 2, 17, 1, 0
O=C(O)c1ccc2c(=O)n3c(nc2c1)/C(=C/c1ccccc1OC(F)F)CC3
    2, -1, -4.0, 0, 87, -2, 18, 7, 9, 0
N=C1C(=O)OCC1c1ccccc1NC(=O)Nc1ccccc1 (stereo not drawn)
    -5, -4, -0.8, -3, 92, -13, 4, 35, -1, 0

# Carrying on.
# The line under a structure holds: HTR5A inv ctr, HTR5A ag ctr, OPRM1-OPRD1 ag, V-ATPase pH, Pemphigus Ab inh, PKA-R1A act, MOR-DOR inv ag, Arrestin-AP2 inh, PKA-R2B act, DAGLB inh
CC1Cn2c(nnc2-c2ccccc2O)S1 (stereo not drawn)
    12, -4, -3.6, 3, 108, -5, 18, 10, 0, -1
CCOC(=O)Cn1c(=N)n(Cc2ccccc2)c2ccccc21
    9, 3, -3.3, -4, 118, -14, 15, 10, -15, -4
COCCNC(=O)C(C)N1c2cccc3cccc(c23)S1(=O)=O (stereo not drawn)
    14, 0, 0.9, 1, 103, 9, -5, 5, 0, -1
COc1ccc(OC)c(NC(=O)C2CC(=O)N(Cc3ccco3)C2)c1 (stereo not drawn)
    8, 1, -0.6, 2, 103, 0, 4, 12, -5, 1
Cc1ccccc1Nc1nnc(SCc2cc([N+](=O)[O-])cc3c2OCOC3)s1
    17, 1, -0.4, 0, 98, 7, 2, 29, -3, 1
Cc1cc(OCCCCCn2ccnc2)cc(C)c1Cl
    -9, -1, 1.6, -1, 106, 4, -8, -9, -8, -10
CCC1Oc2ccc(C)cc2N(CC(=O)NCCC2=CCCCC2)C1=O (stereo not drawn)
    -4, 2, 3.6, -2, 100, 1, -20, 1, -1, -12
Cc1cccc(S(=O)(=O)NC2CCCCCCC2)c1
    -19, 7, 5.1, -4, ., -9, -38, 4, -14, -5
C[C@@H]1NC(=O)N(CCCn2ccnc2)C1=O
    -8, 2, -2.4, 1, 101, -7, 12, 15, -3, 3
O=C(Nc1ccc2c(c1)OCO2)N1CCN(c2ccccc2Cl)CC1
    17, 5, 0.0, 5, 111, 15, 0, 7, -8, -1
Cc1cc(NC(=O)C(C)SCC(=O)N(C)Cc2ccccc2F)no1 (stereo not drawn)
    21, -6, -1.3, 3, 105, -7, 7, 2, 5, 2
CCN(CC)S(=O)(=O)c1ccc(C(=O)Oc2cc(C)[nH]c(=O)c2[N+](=O)[O-])cc1
    23, -9, -0.7, 1, 100, 2, 3, 11, 2, 1
CC(=O)C1=C(O)C(=O)N(c2ccc(Br)cn2)C1c1ccc(Br)cc1 (stereo not drawn)
    -2, 0, 0.4, 5, 104, 5, -2, 19, 3, 7
Cc1ccc(CS(=O)(=O)Cc2ccc(C(=O)NC3CCCC3)o2)cc1
    -1, -1, -3.3, -2, 104, 12, 17, 2, 6, -3
COc1ccc(CNC(=O)CN2CCN(S(=O)(=O)c3c(C)c(C)cc(C)c3C)CC2)cc1OC
    -6, -2, -2.0, 1, 107, -3, 8, 0, -8, -2
CC1(C)CC(=O)C=C(c2ccc(Cl)c(C(F)(F)F)c2)C1
    2, 3, 7.3, 3, 92, 6, -40, 42, 3, -10
